# Bioassay records deposited in PubChem BioAssay by several laboratories.
# S1P3 agonist – agonists of human S1P3 receptor; S1P3 NFAT-BLA reporter cells, agonism, FRET ratio; relative to 1 µM S1P, basal subtracted; activation, % at 4.5 µM; 60,000 tested, 0.1% active; AID 373;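 active means activation above the screen-wide mean plus 3 SD, cut at about 4.5% in these data, passing the limit was not always enough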; further: some compounds called inactive have numbers as strong as hits
#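 Measure – % activation relative to 1 µM S1P (100%), per plate · System – stable CHO line with human S1P3, Gα16, NFAT-BLA reporter · Timing – cells plated overnight, compound 4 h 37 °C, substrate 2 h RT · Technique – fluorescent BLA substrate, ex 405 nm, em 460/535 nm ratio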
# S1P1 ag pot – agonists and agonism potentiators of human S1P1 receptor; P21453; S1P1 CRE-bla cells, forskolin, beta-lactamase FRET, potentiator mode; S1P1 agonist co-added at EC20, 2 nM; 100% = saturating reference agonist, 0% = basal; activation, % at 9.5 µM; 56,000 tested, 0.57% active;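 active means activation above a cutoff set at the mean activation of all tested compounds plus 3 SD, cut at about 54% in these data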;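 further: forskolin at 4 µM as EC80 and the EC20 agonist is SEW2871; 100% = SEW2871 at its EC100 plus forskolin at EC80; some compounds past the cut are filed as inactive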
# HER2 expr 66K – lowers expression of human Her2 kinase. P04626. SKBR-3 HER2 protein level, AlphaScreen, 18-24 h; active compounds read low. HER2 level % of control, % at 10 µM. 65,000 tested, 0.69% active. AID 645;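 active means HER2 level under 5% of the carrier-only control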;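 further: 100% = DMSO carrier and 0% = 500 nM PU-H71 HSP90 inhibitor; lower value means stronger loss of Her2 protein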
# Target sequence (P04626 whole entry, looked up): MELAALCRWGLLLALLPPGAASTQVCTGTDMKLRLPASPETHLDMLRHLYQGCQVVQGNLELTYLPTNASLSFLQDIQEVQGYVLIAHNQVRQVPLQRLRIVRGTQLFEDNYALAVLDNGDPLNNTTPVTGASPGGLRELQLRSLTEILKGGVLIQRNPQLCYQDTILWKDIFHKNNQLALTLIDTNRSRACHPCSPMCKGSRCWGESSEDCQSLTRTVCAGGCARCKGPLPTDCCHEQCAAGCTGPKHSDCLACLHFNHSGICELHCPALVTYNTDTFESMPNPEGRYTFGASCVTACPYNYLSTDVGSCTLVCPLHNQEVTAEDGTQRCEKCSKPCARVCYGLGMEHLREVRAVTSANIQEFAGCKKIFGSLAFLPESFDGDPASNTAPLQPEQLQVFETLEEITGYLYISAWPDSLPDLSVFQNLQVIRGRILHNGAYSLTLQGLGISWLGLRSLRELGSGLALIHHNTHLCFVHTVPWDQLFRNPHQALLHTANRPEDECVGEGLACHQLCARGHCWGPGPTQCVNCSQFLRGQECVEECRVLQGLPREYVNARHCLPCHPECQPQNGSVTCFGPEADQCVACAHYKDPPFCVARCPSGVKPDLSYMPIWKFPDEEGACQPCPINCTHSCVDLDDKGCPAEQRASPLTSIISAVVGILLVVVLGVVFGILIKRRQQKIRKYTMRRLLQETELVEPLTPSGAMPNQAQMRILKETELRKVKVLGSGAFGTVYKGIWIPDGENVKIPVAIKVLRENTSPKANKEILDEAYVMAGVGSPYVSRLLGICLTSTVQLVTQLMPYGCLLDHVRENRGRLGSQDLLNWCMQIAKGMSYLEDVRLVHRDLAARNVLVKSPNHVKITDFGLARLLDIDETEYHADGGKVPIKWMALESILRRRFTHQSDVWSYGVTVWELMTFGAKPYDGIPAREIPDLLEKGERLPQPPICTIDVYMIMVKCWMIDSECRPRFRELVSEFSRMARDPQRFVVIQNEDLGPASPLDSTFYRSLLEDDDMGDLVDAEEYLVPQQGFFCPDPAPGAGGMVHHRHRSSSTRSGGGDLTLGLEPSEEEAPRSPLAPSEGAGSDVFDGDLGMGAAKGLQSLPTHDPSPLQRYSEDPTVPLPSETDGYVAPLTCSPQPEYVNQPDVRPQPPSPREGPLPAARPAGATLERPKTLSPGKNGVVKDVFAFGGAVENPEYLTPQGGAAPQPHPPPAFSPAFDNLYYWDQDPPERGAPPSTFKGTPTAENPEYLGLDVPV
# HEK293 NFkB inh – inhibitors of the PMA/ionomycin-induced NF-kB reporter in HEK293 cells | HEK-293 NF-kB luciferase reporter, luminescence | inhibition, % at 3 µM | 62,000 tested, 0.21% active;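 active means inhibition above the mean of all tested compounds plus 3 SD, cut at about 40% in these data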;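 further: 0% = stimulated DMSO wells and 100% = 10 µM reference inhibitor 5653914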
#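 System: NF-kB luciferase reporter HEK-293 cells | Replication: Single test | Control set: DMSO vs reference inhibitor | Evaluation: % inhibition | Schedule: 1 h pretreatment, 16 h stimulation, 37 °C | Probe or stimulus: PMA with ionomycin | Compound dosing: One dose, 3 µM | Detection: Luciferase luminescence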
# HTR1E antagonist – antagonists of human 5-HT1E serotonin receptor; P28566; CHO 5-HT1E Ga15 NFAT-bla reporter, FRET, antagonist; inhibition, % at 6 µM; 65,000 tested, 0.99% active; AID 571;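 active means inhibition above a set limit, the mean inhibition across every tested compound plus 3 SD, cut at about 29% in these data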;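 further: signal is the 460 over 535 nm emission ratio of beta-lactamase substrate; 0% = agonist plus DMSO wells and 100% = wells without agonist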
# Jurkat viability – cytotoxicity toward Jurkat cells | Jurkat E6.1 viability, ATP luminescence, 48 h | inhibition, % at 4 µM | 56,000 tested, 1.2% active | AID 463;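 active means inhibition above the mean inhibition of all tested compounds plus 3 SD, cut at about 28% in these data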
# M1 agonist – agonists of M1 muscarinic receptor. CHO-M1 cells, Fluo-4 calcium fluorescence, agonist mode; active compounds read high. B-score at 10 µM. 64,000 tested, 3% active;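 active means fluorescence rise, raw or as B-score row- and column-corrected plate score, outside the 99.7% band of its plate's samples, either direction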
# HTR1E agonist – 5-HT1E (human) receptor agonism | 65,000 tested, 0.69% active | CHO 5-HT1E Ga15 NFAT-bla reporter, FRET; 0% DMSO wells, 100% control agonist wells | activation, % at 6 µM | P28566;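 active means activation above a set limit, the screen-wide mean activation plus 3 SD, cut at about 8.5% in these data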;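 further: 100% = positive control agonist at 1 µM giving full maximal response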
# M1 antagonist – antagonists of rat M1 muscarinic receptor; AID 628; 64,000 tested, 3.4% active; CHO-M1 cells, Fluo-4 calcium, ACh EC80 antagonist mode; active compounds read low; B-score at 10 µM;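 active means calcium fluorescence response, raw or row-and-column corrected B-score, differing from the plate sample mean either way at a set confidence level, mostly lower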
# The depositor's hits bear a star; . = no result given.
SMILES,S1P3 agonist,S1P1 ag pot,HER2 expr 66K,HEK293 NFkB inh,HTR1E antagonist,Jurkat viability,M1 agonist,HTR1E agonist,M1 antagonist
CCOC(=O)C1CCN(c2nc3cc(OC)ccc3cc2C#N)CC1,-0.5,1,105,5,-10,-3,0.61,1.0,-0.47
Cc1nnc(SCc2cccs2)[nH]c1=O,.,.,54,-1,12,.,0.047,0.6,-0.26
Nc1c(S(=O)(=O)c2cccs2)c2nc3ccccc3nc2n1CC1CCCO1 (centres undefined),-0.8,2,112,22,8,-3,0.72,-0.2,-0.086
Cc1ccc(N(CC(=O)NCC2CCCO2)S(C)(=O)=O)cc1Cl (centres undefined),-0.6,5,183,3,-3,-1,0.57,0.8,0.62
CC(C)(C)c1csc(NC(=O)c2cccs2)n1,0.5,32,92,-11,10,-8,-0.62,0.3,0.02
COc1cc2c(C(=O)NC3CCCCCC3)cn(C)c(=O)c2cc1OC,0.3,-27,86,6,4,-1,-0.12,0.3,-0.015
O=C(NCN1CCN(c2ccccn2)CC1)c1cnccn1,0.5,26,109,4,7,7,-0.32,0.7,0.58
COc1ccccc1C1C(C(=O)c2cc3ccccc3o2)=C(O)C(=O)N1CCN(C)C (centres undefined),-1.2,8,80,-5,2,-7,-0.031,-0.1,-0.0066
O=C(COC(=O)C1=COCCO1)Nc1ccc2c(c1)OCO2,-0.7,0,87,21,-9,-1,0.015,-0.2,-0.19
C[C@@H]1C[C@H](Nc2ccccc2)c2ccccc2N1C(=O)c1cccnc1,1.0,3,65,.,-11,.,1.1,0.4,-0.69
COc1ccccc1-c1nc2n(n1)C(c1cccs1)C(C(=O)Nc1cccnc1)=C(C)N2 (centres undefined),-0.3,11,88,21,0,6,-0.74,0.0,-0.4
CC1CCc2sc3nc(N4CCN(CCO)CC4)n4ncnc4c3c2C1 (centres undefined),.,.,98,3,0,.,1.2,0.7,1.1
CCOC(=O)c1c(-c2ccsc2)csc1N,-1.1,-6,92,26,4,-3,0.047,0.0,-0.66
Cc1cc(C)nc(N2CCC(C(=O)Nc3ccc(Oc4ccccc4)cc3)CC2)n1,-1.6,-11,62,11,-4,2,0.00096,-1.8,0.4
Cc1cc(NCCCN2CCOCC2)n2nc(C)c(-c3ccccc3)c2n1,-0.5,-1,75,14,-2,4,0.93,0.7,-0.084

# Reprinted at random: six entries already listed, in no set order.
SMILES,S1P3 agonist,S1P1 ag pot,HER2 expr 66K,HEK293 NFkB inh,HTR1E antagonist,Jurkat viability,M1 agonist,HTR1E agonist,M1 antagonist
Cc1cc(NCCCN2CCOCC2)n2nc(C)c(-c3ccccc3)c2n1,-0.5,-1,75,14,-2,4,0.93,0.7,-0.084
Cc1ccc(N(CC(=O)NCC2CCCO2)S(C)(=O)=O)cc1Cl (centres undefined),-0.6,5,183,3,-3,-1,0.57,0.8,0.62
O=C(COC(=O)C1=COCCO1)Nc1ccc2c(c1)OCO2,-0.7,0,87,21,-9,-1,0.015,-0.2,-0.19
CCOC(=O)c1c(-c2ccsc2)csc1N,-1.1,-6,92,26,4,-3,0.047,0.0,-0.66
CC1CCc2sc3nc(N4CCN(CCO)CC4)n4ncnc4c3c2C1 (centres undefined),.,.,98,3,0,.,1.2,0.7,1.1
CC(C)(C)c1csc(NC(=O)c2cccs2)n1,0.5,32,92,-11,10,-8,-0.62,0.3,0.02

# The listing continues:
SMILES,S1P3 agonist,S1P1 ag pot,HER2 expr 66K,HEK293 NFkB inh,HTR1E antagonist,Jurkat viability,M1 agonist,HTR1E agonist,M1 antagonist
CC(=O)Nc1sc(N)nc1-c1ccccc1,-1.1,-5,113,22,-7,7,0.4,-0.6,1
CCOC(=O)CNC(=O)CSc1nc2cccnc2n1Cc1ccccc1,-0.8,6,132,20,-7,-2,-0.056,0.6,0.011
COc1ccc(-c2cc3nc(C)c(CCC(=O)NCc4ccco4)c(C)n3n2)c(OC)c1,-0.8,13,72,-9,-2,-5,0.037,0.7,0.49
CCOC(=O)c1cccc(NC(=O)CSc2nnc(COc3ccccc3)n2CC)c1,0.3,4,120,7,-3,6,1.2,-1.6,-0.33
O=C(NCc1ccco1)c1noc2c1CCCC2,0.3,-8,76,7,-1,20,0.22,0.6,0.054
O=C(O)c1ccccc1C(=O)NCc1ccc(F)cc1,0.2,-7,122,-3,-2,-1,-0.089,0.2,1.3
CC(C)(C#CCN1CCCC1)OCCC#N,-1.6,-18,112,9,-6,-4,-1.2,0.0,-1.8
CCNC(=O)NC(=O)C(C)SCc1ccccc1C (centres undefined),-1.3,2,108,13,-3,2,-0.47,0.2,0.12
Cc1ccc(C)c(NC(=O)C2CC(Cl)=CCC2C(=O)O)c1 (centres undefined),.,.,113,15,-9,.,-0.08,0.4,0.49
COC(=O)Cn1nc(-c2ccccc2)c2ccccc2c1=O,-0.9,-12,93,5,-1,2,-0.1,6.2,-0.0059
O=C(NCc1cccs1)NC1CCCCC1,-1.3,-3,107,9,0,-1,0.018,0.1,0.42
O=C(COC(=O)C1CC(=O)N(c2ccccc2)C1)c1ccccc1 (centres undefined),-0.3,4,102,0,-2,-2,0.0028,0.4,0.012
CCOC(=O)c1cc(=O)n2nc(-c3ccccc3F)nc2s1,-0.6,8,69,11,-3,-3,-0.28,0.0,-0.25
COc1ccc(-c2nc(CN3CCC(C(=O)NC4CCCc5ccccc54)CC3)c(C)o2)cc1OC (centres undefined),-0.5,-1,97,14,4,-2,-0.98,-0.2,-0.0015
COc1nc(OC)nc(N2CCC(C(=O)NCc3ccco3)CC2)n1,-1.0,3,76,9,8,12,0.24,-0.5,-0.62
O=C1C2CC=CCC2C(=O)N1c1ccc(OCC(O)Cn2nnc3ccccc32)cc1 (centres undefined),.,.,88,19,-8,.,-0.21,0.3,0.12
Cc1ccc2c(CN3CCN(CCO)CC3)cc(=O)oc2c1,-1.7,-4,93,9,-1,2,-0.41,0.7,0.24
CCc1ccccc1-n1c(-c2ccncc2)n[nH]c1=S,-1.1,9,95,10,-8,3,-0.62,-0.6,-1.1
COCc1cc(=O)n2c([nH]c3ccccc32)c1C#N,0.1,-12,87,10,-8,0,.,0.8,.
CCOC(=O)Nc1c(O)ccc2oc(C)c(-c3ccccc3)c12,-0.7,.,80,11,12,-2,2.4,-0.4,0.00053
COC(=O)C1C2C=CC3(CN(C(C)c4ccc(OC)cc4)C(=O)C13)O2 (centres undefined),1.2,-8,99,3,6,-2,0.56,-0.1,-0.25
S=c1[nH]nc(COc2ccccc2)n1C1CCCCC1,-1.4,-15,82,-1,-10,3,-0.44,-0.9,-0.14
CCN(CC)C(=O)CSc1nc2cc3c(cc2c(=O)n1Cc1ccc2c(c1)OCO2)OCO3,.,.,76,9,6,.,0.31,-2.2,-2.1
COc1cc(OC)cc(-c2nc(-c3ccc(Br)cc3)no2)c1,0.4,-5,108,-5,-13,-7,0.38,-0.3,-0.081
Cc1cc(C(N)=O)c2ccccc2n1,-0.3,2,123,12,2,-5,0.49,-0.3,0.44
Cc1ccc(C(=O)NCCn2cc(SCC(=O)Nc3cc(C)on3)c3ccccc32)cc1,-0.6,-13,72,47*,-3,7,1.3,-0.2,0.37
O=C(O)CCNC(=O)c1ccc(Br)o1,0.4,2,88,5,-7,-5,0.084,-0.5,0.77
O=C1CC(c2ccccc2)CN1S(=O)(=O)c1ccccc1 (centres undefined),-0.3,1,98,26,1,-1,0.071,-0.8,0.3
CCN(CC)C(=O)C1CCCN(c2ncnc3c2cnn3-c2ccc(Cl)cc2)C1 (centres undefined),-1.3,-45,88,32,17,11,-1.5,1.3,-0.08
O=C(Cn1cnc2c(cnn2-c2ccc(F)cc2)c1=O)OCc1ccccc1,-0.1,-7,89,15,3,-6,1.1,-0.5,0.97
O=C(CSc1ncnc2c1oc1ccccc12)NCc1ccc(F)cc1,-0.9,-21,83,7,-3,-4,0.43,-0.2,-0.39
O=C1C2C3C=CC(O3)C2C(=O)N1CC(O)c1ccccc1 (centres undefined),-0.7,-8,112,13,-5,-2,.,0.4,.
COc1ccc(C(=O)c2c(C)oc3ccc(O)c(CN4CCOCC4)c23)cc1,-1.8,-27,110,15,-3,8,0.0044,0.4,-0.87
CCOC(=O)c1c[nH]c2c(Cl)ccc(Cl)c2c1=O,-1.5,5,104,8,-14,2,0.0095,0.4,0.55
CCCCc1c(O)c2ccccc2[nH]c1=O,-0.2,-18,88,-4,-9,-5,-0.051,1.9,0.055
COCCCn1c2nc3ccccc3nc2c2c(=O)n(CC3CCCO3)cnc21 (centres undefined),-1.0,-26,131,.,9,.,0.96,-1.0,0.3
O=C(NC1CCCCC1)C(c1ccco1)N(C(=O)c1csnn1)C1CCCC1 (centres undefined),-0.2,-3,96,9,-5,0,0.76,0.4,-0.74
CC(C)(C)C1=Nn2c(nnc2-c2n[nH]c3c2CCC3)SC1,-0.5,6,155,8,8,12,-0.21,-1.1,1.1
O=C(c1cc(C2CC2)on1)N1CCOCC1,-1.2,-4,84,-2,4,3,1.5,1.7,0.3
CC(=O)NCCC(=O)Nc1ccc(C)c(F)c1,-0.4,-14,97,17,-10,0,-0.39,-0.3,-0.14
Cc1cc(NC(=O)c2cc(C(C)C)on2)no1,-1.4,-4,95,2,8,8,-0.039,-0.4,-0.096
O=C(OCCN(C1=NS(=O)(=O)c2ccccc21)c1ccc(Cl)cc1)c1ccco1,-0.5,.,81,19,9,8,0.49,0.6,-0.45
CCn1c(SCC(=O)Nc2nnc(C)s2)nnc1-c1ccncc1,-1.1,0,71,5,0,3,-0.71,-1.3,-0.017
Clc1ccc(Cn2ncc3c(NCCN4CCOCC4)ncnc32)cc1,-0.1,-19,95,8,3,0,-1.3,-0.5,0
Cn1ccnc1SCc1cn2cc(Br)ccc2n1,.,.,79,-55,-7,.,0.42,0.8,-0.21
c1ccc(COc2nsnc2N2CCOCC2)cc1,0.3,-10,99,7,-2,6,0.094,0.1,0.78
CCc1cc2ccccc2nc1SCC(=O)N1CCN(C(=O)c2ccco2)CC1,0.0,19,97,9,2,-8,0.46,0.4,0.045

# Whole records from above. Order of values: S1P3 agonist, S1P1 ag pot, HER2 expr 66K, HEK293 NFkB inh, HTR1E antagonist, Jurkat viability, M1 agonist, HTR1E agonist, M1 antagonist
# CC(=O)NCCC(=O)Nc1ccc(C)c(F)c1 in the list: -0.4, -14, 97, 17, -10, 0, -0.39, -0.3, -0.14
# c1ccc(COc2nsnc2N2CCOCC2)cc1 in the list: 0.3, -10, 99, 7, -2, 6, 0.094, 0.1, 0.78
# Clc1ccc(Cn2ncc3c(NCCN4CCOCC4)ncnc32)cc1 in the list: -0.1, -19, 95, 8, 3, 0, -1.3, -0.5, 0
